Assay outcomes deposited in PubChem BioAssay by Fisher Drug Discovery Resource Center.
NPYLR7 ag: agonists of mosquito NPYLR7 receptor, primary screen, cell-based, Aedes aegypti, calcium fluorescence, mosquito biting behavior; HEK293T NPYLR7/Galpha15, GCaMP6s calcium fluorescence; Aedes aegypti neuropeptide Y-like receptor 7 (NPYLR7); actives 0.15% (n = 270,000); activation, % at 10 µM; in the data active means activation above about 40%;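 further: 0% = vehicle and 100% = reference agonist at the receptor; some compounds past the cut are filed as inactive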
mcGAS inh: cyclic GMP-AMP synthase inhibitors, mouse, primary biochemical chemiluminescence. Q8C6L5. actives 0.15% (n = 160,000). AID 1259399, 2018. inhibition, % at 12.5 µM. recombinant cGAS, Kinase-Glo ATP depletion luminescence;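 further: 0% = negative control wells and 100% = reference inhibitor with no enzyme activity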
hcGAS inh: Primary biochemical luminescence assay for human cyclic GMP-AMP synthase inhibitors; Q8N884; recombinant h-cGAS, ATP depletion, Kinase-Glo luminescence; inhibition, % at 12.5 µM; actives 0.081% (n = 290,000); AID 1259398, 2018;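 further: 0% = vehicle reaction and 100% = reaction without DNA for no activity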
Target sequence (Q8N884 whole entry, looked up): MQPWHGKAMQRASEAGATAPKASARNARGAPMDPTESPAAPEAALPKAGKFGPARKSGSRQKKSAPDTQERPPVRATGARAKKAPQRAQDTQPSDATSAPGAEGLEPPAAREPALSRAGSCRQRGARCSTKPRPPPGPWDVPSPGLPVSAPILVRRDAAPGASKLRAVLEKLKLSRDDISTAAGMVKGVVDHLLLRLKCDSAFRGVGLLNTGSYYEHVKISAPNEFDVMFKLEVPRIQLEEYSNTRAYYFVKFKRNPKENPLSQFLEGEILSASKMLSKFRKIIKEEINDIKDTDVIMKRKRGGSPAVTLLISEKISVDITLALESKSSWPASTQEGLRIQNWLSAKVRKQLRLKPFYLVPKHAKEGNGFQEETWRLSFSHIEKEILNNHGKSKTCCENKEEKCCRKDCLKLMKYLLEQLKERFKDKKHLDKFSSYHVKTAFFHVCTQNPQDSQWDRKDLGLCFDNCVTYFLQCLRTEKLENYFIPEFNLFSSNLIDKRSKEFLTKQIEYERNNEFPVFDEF
* hit, by the source's call. Unless noted, no stated cut-off is given here; in the data, active means inhibition above about 40%; inactive means the rest.

`CCn1c(SCC(=O)c2cc(C)n(CC3CCCO3)c2C)nnc1-c1ccco1` (configuration not stated) gave NPYLR7 ag -5, mcGAS inh -1 and hcGAS inh 0.
Screening CCOC(=O)CNC(=O)N(CCCOC)CC(=O)Nc1cc(C(C)(C)C)nn1-c1ccc(C)cc1C returned NPYLR7 ag 1, mcGAS inh -5 and hcGAS inh -4.
Screening CSCCCNC(=O)c1ccc(-c2cc(-c3ccc4c(c3)OCCO4)n[nH]2)cc1 returned mcGAS inh -7 and hcGAS inh -10.
For Cc1ccn2c(NC(=O)C34CC5CC(CC(C5)C3)C4)c(-c3cccc(F)c3)nc2c1 the results were NPYLR7 ag -9, mcGAS inh -2 and hcGAS inh -3.
For N#Cc1cccc(S(=O)(=O)Nc2cc(C(F)(F)F)ccc2-n2cccn2)c1 the results were NPYLR7 ag 1, mcGAS inh -15 and hcGAS inh -4.
`O=C(Cc1cccs1)NCCn1nc(-c2cccs2)ccc1=O` gave NPYLR7 ag 0, mcGAS inh -7 and hcGAS inh 3.
Screening Cc1ccc(S(=O)(=O)NC(c2ccccc2F)c2nccn2C)cc1 (configuration not stated) returned NPYLR7 ag 7 and hcGAS inh -15.
For CCC1(C)C(=O)NCCN1Cc1cn[nH]c1C(=O)O (configuration not stated) the results were NPYLR7 ag -5 and hcGAS inh -4.
`Cc1ccccc1C1CC1C(=O)N1CCCCCC1CC(O)c1ccco1` (configuration not stated) gave NPYLR7 ag 5 and hcGAS inh 5.
`Cc1nc(N2CCCCC2)ncc1-c1cc(=O)[nH]c(Nc2ccccc2)n1` gave NPYLR7 ag -1 and hcGAS inh -5.
For CC(C)(C)S(=O)(=O)c1ccc2nn(CC(=O)Nc3ccc(Br)cc3)c(=O)n2n1 the results were mcGAS inh -9 and hcGAS inh -8.
Screening COCCCN(CC(=O)N(CCc1ccc(OC)c(OC)c1)Cc1sccc1C)C(=O)COc1ccccc1 returned NPYLR7 ag -3, mcGAS inh -7 and hcGAS inh -17.
For CCOc1ccc(-c2cnc(-c3cnc(-c4ccccn4)nc3)[nH]2)cc1 the results were mcGAS inh -13 and hcGAS inh -9.
For O=C(Nc1c(-c2ccc(Cl)cc2)nc2ccccn12)C1CCC1 the results were NPYLR7 ag -5, mcGAS inh -6 and hcGAS inh -5.
Screening Cc1ccn2c(NC(C)(C)CC(C)(C)C)c(-c3ccc(OS(=O)(=O)c4cccc5ccccc45)cc3)nc2c1 returned NPYLR7 ag 26, mcGAS inh -5 and hcGAS inh -6.
For Cc1cc(=O)[nH]c(-n2nc(C)c(CCC(=O)NCC(C)C)c2C)n1 the results were NPYLR7 ag -1 and hcGAS inh 1.
`N#CCC(=O)NCc1ccco1` gave NPYLR7 ag -1, mcGAS inh -2 and hcGAS inh -2.
COc1cccc(-c2nc3ccccn3c2NC(=O)CCC2CCCC2)c1 was read as NPYLR7 ag -12, mcGAS inh -1 and hcGAS inh -1.
CCOC(=O)C1CCCN(CC(=O)N2N=C(c3ccccc3Cl)CC2c2ccc(Cl)cc2)C1 (configuration not stated) was read as NPYLR7 ag 42*, mcGAS inh 0 and hcGAS inh 2.
`CCOC(=O)c1ccc(NC(=O)COC(=O)c2sc3nc(C)[nH]c(=O)c3c2C)cc1` gave NPYLR7 ag -5, mcGAS inh -4 and hcGAS inh -10.

Pulled one by one from the entries so far, six records:
For N#Cc1cccc(S(=O)(=O)Nc2cc(C(F)(F)F)ccc2-n2cccn2)c1 the results were NPYLR7 ag 1, mcGAS inh -15 and hcGAS inh -4.
Screening CSCCCNC(=O)c1ccc(-c2cc(-c3ccc4c(c3)OCCO4)n[nH]2)cc1 returned mcGAS inh -7 and hcGAS inh -10.
COc1cccc(-c2nc3ccccn3c2NC(=O)CCC2CCCC2)c1 was read as NPYLR7 ag -12, mcGAS inh -1 and hcGAS inh -1.
Screening CCOC(=O)CNC(=O)N(CCCOC)CC(=O)Nc1cc(C(C)(C)C)nn1-c1ccc(C)cc1C returned NPYLR7 ag 1, mcGAS inh -5 and hcGAS inh -4.
`N#CCC(=O)NCc1ccco1` gave NPYLR7 ag -1, mcGAS inh -2 and hcGAS inh -2.
`CCOC(=O)c1ccc(NC(=O)COC(=O)c2sc3nc(C)[nH]c(=O)c3c2C)cc1` gave NPYLR7 ag -5, mcGAS inh -4 and hcGAS inh -10.

Other entries follow:
`Cc1ccc(C2(O)CCN(Cc3nc4c(cnn4C)c(=O)[nH]3)CC2)nc1` gave NPYLR7 ag 0, mcGAS inh -2 and hcGAS inh 2.
Cc1nn2c(NCC3CCCO3)cc(C(C)(C)C)nc2c1-c1ccccc1 (configuration not stated) was read as NPYLR7 ag -2, mcGAS inh -10 and hcGAS inh -5.
Screening COc1cnc(N2C[C@H]3C[C@H](O)[C@@H](O)C[C@H]3C2)nc1 returned NPYLR7 ag 6 and hcGAS inh -5.
CC(C)(C)c1ccc(CC(=O)N2CCC2(C)C(=O)NCc2cccc3ccccc23)cc1 (configuration not stated) was read as NPYLR7 ag 8 and hcGAS inh -1.
Screening C=CCN1C(=O)c2ccc(C(=O)Nc3ccc(C(F)(F)F)cc3)cc2C1=O returned NPYLR7 ag -1, mcGAS inh -2 and hcGAS inh 1.
Screening Nc1nc(CNC(=O)CCSc2ccc3c(c2)OCCO3)cs1 returned NPYLR7 ag 14, mcGAS inh -17 and hcGAS inh -6.
O=C(NCCc1ccc(N2CCCC2)cc1)C(=O)Nc1ccon1 was read as NPYLR7 ag -8 and hcGAS inh -3.
For CCOc1ccc(-c2ccnc(N3CCN(C(=O)C(CC)c4ccccc4)CC3)n2)cc1 (configuration not stated) the results were NPYLR7 ag 3, mcGAS inh -8 and hcGAS inh -9.
O=c1ccc(-c2ccco2)nn1CCNS(=O)(=O)c1cc(C(F)(F)F)ccc1Cl was read as NPYLR7 ag 2, mcGAS inh -8 and hcGAS inh 6.
Screening COCCOCC(=O)N1CCN(CC(OCc2ccc(C(=O)OC)cc2)c2cccc(OC)c2)CC1 (configuration not stated) returned mcGAS inh -7 and hcGAS inh -5.
For CCCCN(CC(=O)N1CC(=O)N(c2cccc(Cl)c2)C1)C(=O)COc1ccc(Cl)cc1 the results were mcGAS inh -4 and hcGAS inh -11.
Screening CC(=NNC(=O)c1ccco1)c1ccc(O)cc1 returned NPYLR7 ag -14, mcGAS inh -3 and hcGAS inh 0.
`COc1ccccc1CC(C)Nc1ccc(C#N)cn1` (configuration not stated) gave NPYLR7 ag -1, mcGAS inh -9 and hcGAS inh -17.
For CNC(=O)CN(C)c1cncc(OCC(C)C)n1 the results were NPYLR7 ag 8, mcGAS inh -15 and hcGAS inh -8.
`NC(=S)N1N=C2C(=Cc3ccc([N+](=O)[O-])cc3)CCCC2C1c1ccc([N+](=O)[O-])cc1` (configuration not stated) gave NPYLR7 ag 5, mcGAS inh -3 and hcGAS inh -9.
`CC(C)c1nc(SCc2ccccc2OC(F)F)n[nH]1` gave NPYLR7 ag 11, mcGAS inh -11 and hcGAS inh -6.
For CC1CCCCN1C(=O)C(NC(=O)c1cccs1)C1CCN(C(=O)c2cccc(F)c2)CC1 (configuration not stated) the results were NPYLR7 ag -7, mcGAS inh -4 and hcGAS inh -4.
Screening O=C(c1ccc2snnc2c1)N1CCOC(c2ccccc2)C1 (configuration not stated) returned NPYLR7 ag 2, mcGAS inh -4 and hcGAS inh -5.
`CN1CC(=O)N(CC(=O)N2CCOC(c3ccc(Cl)c(Cl)c3)C2)C1=O` (configuration not stated) gave NPYLR7 ag 3 and hcGAS inh 2.
Screening COc1cc(C(=N)N)ccc1OCc1ccccc1Cl returned NPYLR7 ag 9 and hcGAS inh 2.
`CCOC(=O)c1ccc(N=c2scc(-c3ccc(OC)cc3)n2CCc2cccs2)cc1` gave NPYLR7 ag -5, mcGAS inh -4 and hcGAS inh -2.
`CSc1ccc(NS(=O)(=O)/C=C/c2ccc(Cl)cc2)cc1` gave NPYLR7 ag -3 and hcGAS inh -7.
Cc1ccc(S(=O)(=O)c2nnn3c2nc(N2CCC(C(N)=O)CC2)c2sccc23)cc1C was read as NPYLR7 ag 2, mcGAS inh -1 and hcGAS inh -5.
`N#CCCN(Cc1ncc(-c2ccc(Cl)cc2)o1)C1CCOCC1` gave NPYLR7 ag 22, mcGAS inh -16 and hcGAS inh -8.
CC(C(=O)NCc1cccc(C(F)(F)F)c1)n1c(=O)n(Cc2ccccc2)c(=O)c2ccc(Cl)cc21 (configuration not stated) was read as NPYLR7 ag 2, mcGAS inh -5 and hcGAS inh -1.
CC(C)CN1CC(C(=O)N2CCC(Oc3ncccn3)CC2)CC1=O (configuration not stated) was read as NPYLR7 ag -3, mcGAS inh -6 and hcGAS inh -4.
For O=C(CSc1ccccc1Br)N1CCC1 the results were NPYLR7 ag 9 and hcGAS inh -13.
`O=C(C1CCCN(S(=O)(=O)c2cccs2)C1)N1CCC(N2CCCCC2)CC1` (configuration not stated) gave NPYLR7 ag 7 and hcGAS inh -7.
`COc1cc(/C=C/CN2CCC3(CC2)c2ccccc2[C@@H](NC(=O)C(C)C)[C@@H]3OC)ccc1O` gave NPYLR7 ag -2, mcGAS inh -16 and hcGAS inh 0.
Screening COc1cccc(-n2nnc3c(=O)n(Cc4cccc(C(F)(F)F)c4)cnc32)c1 returned NPYLR7 ag 0 and hcGAS inh -5.
c1ccc(Nc2nc(CN3CCSC4COCCC43)cs2)cc1 (configuration not stated) was read as NPYLR7 ag 2 and hcGAS inh -5.
COCCNC(=O)C1(C)Cc2c(-c3cccc(C(F)(F)F)c3)ccnc2O1 (configuration not stated) was read as NPYLR7 ag 10, mcGAS inh -7 and hcGAS inh -2.
Screening CC(C)NC(=O)N(Cc1ccco1)Cc1c(-c2ccc(F)cc2)noc1N1CCOCC1 returned NPYLR7 ag 7, mcGAS inh -5 and hcGAS inh -4.
`O=C(O)CCC(=O)N[C@H]1CCN2C(=O)c3cc(-c4ccc(Cl)cc4)ccc3NC(=O)[C@H]12` gave NPYLR7 ag -1, mcGAS inh -6 and hcGAS inh -3.
Screening Cc1nc2sccn2c1-c1nc(-c2cc(Cl)ccc2Cl)cs1 returned NPYLR7 ag 21 and hcGAS inh -5.
Cc1ccc(S(=O)(=O)NC2=C([n+]3cccc(C)c3)C(=O)c3ccccc3C2=O)cc1 was read as NPYLR7 ag 6 and hcGAS inh -13.
For O=C(c1cc(F)ccc1F)N1CCc2ccccc2C1c1ccccc1F (configuration not stated) the results were NPYLR7 ag 14, mcGAS inh -4 and hcGAS inh -10.
For CC(C)(C)c1cc(C(=O)N2CCCCCC2CC(=O)c2ccccc2)n[nH]1 (configuration not stated) the results were NPYLR7 ag -12 and hcGAS inh 1.
Cn1cc(C(=O)N2CCN(CC(=O)c3ccc(Cl)cc3)CC2)c2nn(-c3ccccc3)c(=O)c-2c1 was read as NPYLR7 ag -5, mcGAS inh -6 and hcGAS inh -9.
For CCN1CCN(c2ncc3c(n2)CC(c2ccccc2O)CC3=O)CC1 (configuration not stated) the results were NPYLR7 ag 1 and hcGAS inh -4.
`OC1(c2cccc(C(F)(F)F)c2)CCN(Cc2ncccc2F)CC1` gave NPYLR7 ag -2 and hcGAS inh -2.
Screening O=C1/C(=C/c2ccc(O)c(O)c2)SC(=S)N1c1cccc(F)c1 returned NPYLR7 ag 17, mcGAS inh -7 and hcGAS inh -22.
CCN(CC)S(=O)(=O)c1cc(C(=O)Nc2ccc(Br)cc2)ccc1Cl was read as NPYLR7 ag 3, mcGAS inh -4 and hcGAS inh -3.
Screening COc1ccc(NC(=O)N(CCN2CCOCC2)CC(=O)N(Cc2ccc(F)cc2)Cc2ccco2)cc1 returned NPYLR7 ag -6 and hcGAS inh -3.
`CCOC(=O)c1ccc2c(c1)nc(SCc1ccccc1[N+](=O)[O-])n2Cc1ccccn1` gave NPYLR7 ag 18, mcGAS inh -3 and hcGAS inh 3.
`Cn1cc(Br)cc1C(=O)O` gave NPYLR7 ag 3 and hcGAS inh 2.
For O=C(NCc1ccncc1)c1ccc(CSc2nnc(Cc3ccccc3)n2-c2ccc(F)cc2)cc1 the results were mcGAS inh -7 and hcGAS inh -7.
For NC(=O)c1ccc(Sc2ccc(Cl)cc2)nc1 the results were NPYLR7 ag 3, mcGAS inh -1 and hcGAS inh 0.
Screening O=C(NCc1ccncc1)c1ccc(CSc2nnc(-c3ccco3)n2-c2ccc(F)cc2)cc1 returned NPYLR7 ag 16, mcGAS inh -4 and hcGAS inh -12.
For Cc1cnc2c(Cl)c(C(=O)N(C)Cc3ncccc3C)nn2c1 the results were NPYLR7 ag -12 and hcGAS inh -4.

Brought forward from above: three compounds; new compounds follow.
For NC(=O)c1ccc(Sc2ccc(Cl)cc2)nc1 the results were NPYLR7 ag 3, mcGAS inh -1 and hcGAS inh 0.
Screening O=C(NCc1ccncc1)c1ccc(CSc2nnc(-c3ccco3)n2-c2ccc(F)cc2)cc1 returned NPYLR7 ag 16, mcGAS inh -4 and hcGAS inh -12.
For Cc1cnc2c(Cl)c(C(=O)N(C)Cc3ncccc3C)nn2c1 the results were NPYLR7 ag -12 and hcGAS inh -4.
CN(Cc1ccccc1)c1ncccc1CNc1ncccc1Cl was read as NPYLR7 ag 16 and hcGAS inh -4.
For Cc1ccc(NC(=O)c2ccc([N+](=O)[O-])s2)cc1 the results were NPYLR7 ag 1, mcGAS inh 1 and hcGAS inh 3.
`Cc1ccc(-c2nnc(SCC(=O)NCCN3CCOCC3)n2-c2ccc(Cl)c(Cl)c2)cc1` gave NPYLR7 ag 12, mcGAS inh 0 and hcGAS inh -3.
For CC#CC(=O)N1CCC(CCC(=O)Nc2cccc(OC)c2)CC1 the results were NPYLR7 ag 13 and hcGAS inh -4.
For COc1cc(C)c(-c2nc3ccccc3c(=O)n2Cc2ccc(F)cc2)cc1C the results were NPYLR7 ag 4, mcGAS inh -6 and hcGAS inh -4.
